Source: PubChem BioAssay (The Scripps Research Institute Molecular Screening Center)
MITF inh: human MITF inhibition, primary screen; actives 0.91% (n = 650,000); inhibition, % at 2.6 µM; O75030; AlphaScreen MITF homodimerization, bead proximity signal; in the data active = inhibition above about 50%;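 also: 0% = vehicle wells with protein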
Target sequence (O75030 whole entry, looked up): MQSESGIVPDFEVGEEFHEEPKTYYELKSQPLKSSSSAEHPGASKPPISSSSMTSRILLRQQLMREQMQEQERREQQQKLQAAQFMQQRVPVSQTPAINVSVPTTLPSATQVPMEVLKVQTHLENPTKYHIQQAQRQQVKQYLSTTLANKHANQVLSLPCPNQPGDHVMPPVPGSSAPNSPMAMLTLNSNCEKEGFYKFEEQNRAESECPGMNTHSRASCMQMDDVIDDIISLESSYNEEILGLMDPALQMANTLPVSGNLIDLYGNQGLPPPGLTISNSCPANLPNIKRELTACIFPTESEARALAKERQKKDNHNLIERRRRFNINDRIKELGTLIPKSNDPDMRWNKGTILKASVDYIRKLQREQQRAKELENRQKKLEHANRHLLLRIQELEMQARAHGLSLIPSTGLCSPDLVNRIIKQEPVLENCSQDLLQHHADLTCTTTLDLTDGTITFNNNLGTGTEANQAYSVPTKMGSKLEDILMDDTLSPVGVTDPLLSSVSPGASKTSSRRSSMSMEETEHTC
FBW7 activator: human FBW7 E3 ligase activation, primary screen. Q969H0. AlphaScreen FBW7–phospho-cyclin E peptide binding, activator screen. AID 1259310. actives 0.13% (n = 650,000). normalized activity (activation), % at 26.1 µM; in the data active = normalized activity above about 1.9%;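 also: purified mutant Fbw7 with reduced substrate affinity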
TEAD-YAP inh: TEAD-YAP interaction inhibition; HEK-TIYL cells, TEAD-Gal4/YAP UAS-luciferase luminescence; inhibition, % at 9.12 µM; actives 1.4% (n = 640,000); in the data active = inhibition above about 32%;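 also: 0% = median of test compound wells and 100% = reference inhibitor wells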
GPR151 ag: human GPR151 activation; PathHunter beta-arrestin GPR151 cells, luminescence; activation, % at 11.2 µM; actives 1% (n = 650,000); in the data active = activation above about 4.9%;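 also: 0% = median of compound wells and 100% = cells with positive control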
Target sequence (Q8TDV0 whole entry, looked up): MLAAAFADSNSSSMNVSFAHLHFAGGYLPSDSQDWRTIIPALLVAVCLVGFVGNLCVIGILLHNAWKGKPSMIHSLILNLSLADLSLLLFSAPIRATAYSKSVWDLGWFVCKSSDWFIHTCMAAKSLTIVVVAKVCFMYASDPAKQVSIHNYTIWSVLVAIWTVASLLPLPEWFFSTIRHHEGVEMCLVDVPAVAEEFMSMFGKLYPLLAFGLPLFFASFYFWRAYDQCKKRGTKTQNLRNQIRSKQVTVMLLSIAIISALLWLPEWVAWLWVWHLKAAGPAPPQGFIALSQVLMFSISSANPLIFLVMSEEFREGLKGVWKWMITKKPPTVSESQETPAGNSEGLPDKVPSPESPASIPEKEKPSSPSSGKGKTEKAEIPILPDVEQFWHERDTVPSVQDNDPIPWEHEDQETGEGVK
The depositor's hits bear a star.

No.	SMILES	MITF inh	FBW7 activator
1	CC1(C2CCN(C(=O)c3cc(Cl)ccc3F)CC2)NC(=O)N(Cc2ccsc2)C1=O (centres undefined)	9.6	-0.1
2	O=C(Nc1cccc(O)c1)c1nn2c(c1Br)NC(c1ccc(Br)cc1)CC2C(F)(F)F (centres undefined)	-0.4	0.0
3	COc1ccc(-n2c(CNC(=O)c3ccc(C)cc3)nsc2=NC(=Nc2ccc(C)cc2)c2ccccc2)cc1	6.8	-0.2
4	COc1ccc(-c2cnc3[nH]c(=O)n(Cc4ccccc4)c3n2)c(OC)c1OC	19.3	-0.1
5	COC(=O)c1c(OC(C)C)cc(=O)n2c1CCN(Cc1ccc(C)c(C)c1)CC2	-2.1	-0.1
6	Cc1ccc2c(COC(=O)c3ccc([N+](=O)[O-])s3)cc(=O)oc2c1	2.2	-0.2
7	CC1CCc2c(sc3nc(COC(=O)c4nn(C)c(=O)c5ccccc45)[nH]c(=O)c23)C1 (centres undefined)	-20.6	0.0
8	N#Cc1ccc(Cl)cc1NC(=O)CSc1n[nH]c(N)n1	4.1	0.4
9	CC(C)C(=O)Nc1ccc(C(=O)Nc2ccc(I)cc2)cc1	5.0	-0.1
10	COC(=O)c1ccc(C2NC(C(=O)O)CS2)cc1 (centres undefined)	12.7	0.1
11	CCOc1ccc(-n2cc(C(=O)NCCCN(CC)CC)c3cc(OC)c(OC)cc3c2=O)cc1	-6.8	0.2
12	CCN(C(C)=O)c1nnc(-c2ccc(C)cc2)s1	-1.0	-0.1
13	CCN(CC)S(=O)(=O)c1cccc(-c2n[nH]c(=S)n2CC(C)C)c1	5.9	0.1
14	COc1ccccc1OCC(=O)Nc1ccccc1C(=O)NC(C)(C)C	2.5	0.2
15	O=C(NCCOC(=O)c1ccccc1)c1cccnc1	13.4	0.6

No.	TEAD-YAP inh	GPR151 ag
1	-2.4	0.3
2	3.3	1.3
3	-18.4	-0.3
4	3.5	0.2
5	3.0	1.5
6	-0.2	1.2
7	-1.5	0.4
8	7.9	1.3
9	6.9	-0.6
10	4.4	0.4
11	4.9	0.4
12	47.5*	-4.1
13	4.7	0.2
14	4.0	0.2
15	5.2	-0.2

Taken from above.
entry 3 in FBW7 activator → -0.2
entry 8 in MITF inh → 4.1
entry 9 in TEAD-YAP inh → 6.9
entry 14 in FBW7 activator → 0.2
entry 5 in GPR151 ag → 1.5

Part of the list above, as labelled records:
9. CC(C)C(=O)Nc1ccc(C(=O)Nc2ccc(I)cc2)cc1
  MITF inh: 5.0
  FBW7 activator: -0.1
  TEAD-YAP inh: 6.9
  GPR151 ag: -0.6

7. CC1CCc2c(sc3nc(COC(=O)c4nn(C)c(=O)c5ccccc45)[nH]c(=O)c23)C1 (centres undefined)
  MITF inh: -20.6
  FBW7 activator: 0.0
  TEAD-YAP inh: -1.5
  GPR151 ag: 0.4

10. COC(=O)c1ccc(C2NC(C(=O)O)CS2)cc1 (centres undefined)
  MITF inh: 12.7
  FBW7 activator: 0.1
  TEAD-YAP inh: 4.4
  GPR151 ag: 0.4

8. N#Cc1ccc(Cl)cc1NC(=O)CSc1n[nH]c(N)n1
  MITF inh: 4.1
  FBW7 activator: 0.4
  TEAD-YAP inh: 7.9
  GPR151 ag: 1.3

The list continues.
No.	SMILES	MITF inh	FBW7 activator
16	CC(=O)c1ccc(NC(=O)c2ccc(-c3ccccc3)cc2)cc1	21.4	0.1
17	CC1=C(C(=O)OC2CCCCC2)C(c2ccccc2Cl)n2nnnc2N1 (centres undefined)	20.7	0.1
18	COc1ccccc1OCC(=O)O/N=C(\N)c1cccc(C)c1	-7.5	0.0
19	CCOC(=O)c1c(C)[nH]c(C)c1C(=O)COC(=O)c1cc2c(s1)CCC2	35.0	-0.1
20	CCOC(=O)/C=C1\SCC(=O)N1CC(O)c1ccccc1 (centres undefined)	8.6	0.2
21	Cc1ccc(O)c(N2C(=O)c3ccc([N+](=O)[O-])cc3C2=O)c1	13.6	0.6
22	CN(C)c1ccc(C(=O)NCC2(c3cccs3)CCCC2)cc1	4.1	-0.4
23	CCOC(=O)c1c(NC(=O)c2nc(SCC)ncc2Cl)sc(C)c1C	-16.2	0.1
24	CC(C)N1CCN(C(=O)c2ccco2)CC1	50.6*	0.0
25	CCOC(=O)C1=c2s/c(=C\c3ccccc3F)c(=O)n2C(N)=C(C(=O)OC)C1c1ccccc1F (centres undefined)	-3.6	-0.1
26	CCCCN1C(=O)C(=O)N(CCN2C(=O)c3ccccc3C2=O)C1=O	-2.8	0.0
27	COc1ccccc1OCCSc1nc2ccccc2o1	2.2	0.0
28	CN(C)c1ccc(C(=O)c2ccccc2C(=O)O)cc1[N+](=O)[O-]	-3.9	-0.2
29	CC(C)(C)NC(=O)CCNS(=O)(=O)c1ccc2nc(-c3ccccc3)[nH]c2c1	20.8	-0.1
30	Nc1nc2ccccc2n1CCCOc1ccccc1Cl	21.7	0.1

No.	TEAD-YAP inh	GPR151 ag
16	-16.7	-0.1
17	-2.5	1.5
18	-61.3	-0.7
19	2.2	-0.7
20	11.3	-0.8
21	-9.0	-0.1
22	-28.1	-0.1
23	-5.8	0.7
24	3.3	0.5
25	-0.1	2.9
26	0.7	0.8
27	-18.0	-0.8
28	9.3	2.2
29	0.6	-0.7
30	-6.0	-0.4

New compounds follow.
No.	SMILES	MITF inh	FBW7 activator
31	COc1ccc(-c2noc(CC(=O)N(C)c3cc(Cl)ccc3OC)n2)cc1	-1.6	0.1
32	CCC(C)NC(=O)C1(NC(=O)Nc2ccccc2)CCCCC1 (centres undefined)	-11.1	-0.1
33	O=C1C2CCCCC2C(=O)N1c1cccc(C(F)(F)F)c1 (centres undefined)	-6.4	0.0
34	CCS(=O)(=O)N1Cc2ccccc2CC1C(=O)Nc1sc2c(c1C(N)=O)CCCC2 (centres undefined)	-0.5	0.5
35	Cc1ccc(Cl)cc1NC(=O)CSc1nnc(-c2ccc(C(C)(C)C)cc2)n1-c1ccccc1	10.4	0.1
36	COc1cccc(NC(=O)C2C3C=CC4(O3)C2C(=O)N(C2CCCCC2C)C4C(=O)NC2CCCCC2C)c1 (centres undefined)	-0.8	-0.1
37	COC(=O)c1c(NC(=O)CSc2nnc3cc(C)c4ccccc4n23)sc(Br)c1-c1ccccc1	5.5	0.1
38	CN(CC(=O)Nc1ccc(F)cc1)C(=O)CCl	16.1	0.0
39	CCC1CCCCN1Cc1nc2c(c(=O)n(C)c(=O)n2C)n1CCN1CCOCC1 (centres undefined)	17.7	0.6
40	O=C(Cc1ccccc1)NC(=S)Nc1cc([N+](=O)[O-])ccc1F	-11.6	0.5
41	N#Cc1c(NC(=O)c2ccc([N+](=O)[O-])cc2Cl)sc2c1CCCCCC2	-0.8	-0.2
42	COc1cc(C=Nc2cc(F)ccc2F)cc(OC)c1OC	13.2	0.1
43	COc1cccc(CNC(=O)Nc2ccc(-c3cn[nH]c3C)cc2)c1	13.8	0.4
44	COc1ccccc1NC(=S)NCc1ccncc1	9.9	0.1
45	CCOC(=O)CN1CCN(S(C)(=O)=O)C(C(=O)N2CCCC2)C1 (centres undefined)	-5.3	-0.3

No.	TEAD-YAP inh	GPR151 ag
31	-2.9	0.3
32	5.2	0.4
33	-6.9	-0.3
34	9.1	0.7
35	8.2	-0.7
36	8.0	0.1
37	7.4	-0.2
38	42.4*	-2.8
39	4.7	-0.2
40	-11.2	-0.1
41	4.5	0.2
42	12.3	-1.6
43	1.6	0.7
44	1.3	0.0
45	6.0	1.1

The listing continues.
No.	SMILES	MITF inh	FBW7 activator
46	COc1ccc(-n2nnc3c(=O)n(CC(=O)N4CC(C)OC(C)C4)cnc32)cc1OC (centres undefined)	-10.0	-0.1
47	COc1cccc(CNC(=O)c2ccc(CS(=O)c3ccc(Br)cc3)o2)c1 (centres undefined)	10.7	0.2
48	Cc1cc(=O)[nH]c(SCC(=O)c2ccc3c(c2)NC(=O)CO3)n1	7.1	0.0
49	CCOC(=O)C1(C)C=C(Nc2ccc(O)c(C(=O)O)c2)C(=O)N1c1ccccc1 (centres undefined)	6.0	-0.1
50	Cc1nn(C)cc1[C@@H]1C[C@H]2CN(C3Cc4ccccc4C3)C(=O)[C@]23CCCN13	11.7	-0.2
51	CCn1c(SCC(=O)NNC(=O)Cc2nc3ccccc3n2C)nnc1-c1ccco1	4.8	-0.9
52	CCOc1ccccc1NC(=O)C(CC)Sc1nc2ccccc2c(=O)n1C1CC1 (centres undefined)	11.7	0.6
53	O=C(c1ccc(Br)cc1)N1CCN(c2ccc([N+](=O)[O-])cc2F)CC1	-0.2	-0.2
54	C=CCOc1ccc(/C=C2\SC(=Nc3cc(C)cc(C)c3)NC2=O)cc1Br	8.0	-0.1
55	Cn1ccc(C(=O)N/N=C/c2c[nH]c3ccccc23)n1	11.3	1.0
56	Fc1ccc(-c2cnc(N3CCc4ccccc4C3)nc2)cc1	9.7	0.1
57	O=C(CCc1nnc(-c2ccc(-c3ccccc3)cc2)o1)NCCN1CCNC1=O	6.2	0.0
58	Clc1cc2c(c3ncccc13)OCN(Cc1ccco1)C2	33.0	-0.3
59	CCOc1ccccc1NC(=O)Cc1noc2ccccc12	2.3	-0.1
60	COc1cc(/C=N/NC(=O)c2ccccc2C)c([N+](=O)[O-])cc1OC	-4.0	-0.1

No.	TEAD-YAP inh	GPR151 ag
46	-3.8	0.1
47	-5.5	-1.4
48	7.2	-1.1
49	2.9	-0.7
50	7.0	-0.8
51	-5.3	-1.5
52	4.0	-0.1
53	2.3	0.9
54	-9.2	-1.1
55	-15.0	-1.7
56	-46.3	-1.3
57	1.5	-0.1
58	26.9	-0.8
59	-8.3	0.6
60	-19.6	1.1

Next section.
No.	SMILES	MITF inh	FBW7 activator
61	CSc1ccccc1C(=O)NCC(C)C	15.8	0.8
62	CCOc1ccc(/C=C2/C(=O)NC(=O)N(c3ccc(OC)cc3)C2=O)c(OCC)c1	-2.1	-0.1
63	O=C(O)C(Cc1c[nH]c2ccccc12)NC(=O)C(F)(F)F (centres undefined)	7.7	0.0
64	N#Cc1cc(-c2ccnc(Nc3ccc4cnccc4c3)n2)cc(N2CCOCC2)c1	-4.0	-0.4
65	COc1cccc(N2C(=O)/C(=C\c3ccccc3)N=C2SC)c1	0.6	0.3
66	Cc1ccc(C(=O)n2c(=O)oc3ccccc32)cc1	7.3	0.0
67	O=C1CSC(=O)N1CNc1cccc(Br)c1	-13.9	-0.1
68	CCCCCC1C(=O)CCC1CC(=O)OC (centres undefined)	10.4	0.1
69	Clc1cc(Cl)c2oc(C=C3CCCCC3)c(N3CCOCC3)c2c1	0.0	0.0
70	CC(Oc1ccccc1)C(=O)NNC(=O)c1cnccn1 (centres undefined)	10.2	-0.1
71	COc1cc([N+](=O)[O-])ccc1NC(=O)CS(=O)(=O)Cc1ccccc1	9.9	0.1
72	O=C(CCc1nnc(CCCCc2ccccc2)o1)NCc1ccc2ncccc2c1	11.2	0.1
73	O=C1CCC(CCC(=O)N2CCC(c3nc4ccccc4[nH]3)CC2)(Cc2ccco2)N1 (centres undefined)	-6.3	0.0
74	Cc1ccc2c(c1)NC(=O)c1cc(NC(=O)c3ccccc3Br)ccc1O2	11.8	0.3
75	CCCCOc1cc(C)cc2oc(=O)c(Cc3ccccc3)c(C)c12	-1.6	-0.1

No.	TEAD-YAP inh	GPR151 ag
61	2.5	0.5
62	-7.6	-0.8
63	-4.9	2.3
64	4.8	1.4
65	-78.3	0.1
66	-25.3	-0.8
67	-1.0	-1.1
68	-0.6	0.9
69	-0.3	1.1
70	2.6	1.1
71	2.5	-0.2
72	4.5	-1.2
73	-9.5	0.5
74	43.9*	0.6
75	-1.2	1.6

Hits appear at their usual frequency (roughly 3.4% active in at least one column).
